OX1R antag-1 = antagonists of human orexin 1 receptor (OX1R); O43613; OX1R-expressing cells, FRET antagonist read-out; inhibition, % at 6.6 µM; 330,000 tested, 1.8% active; AID 485270; in the data active = inhibition mostly above about 38%, no sharp cut-off; inactive = mostly below about 40%;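 note: 0% = agonist challenge alone and 100% = reference antagonist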
Target sequence (O43613 whole entry, looked up): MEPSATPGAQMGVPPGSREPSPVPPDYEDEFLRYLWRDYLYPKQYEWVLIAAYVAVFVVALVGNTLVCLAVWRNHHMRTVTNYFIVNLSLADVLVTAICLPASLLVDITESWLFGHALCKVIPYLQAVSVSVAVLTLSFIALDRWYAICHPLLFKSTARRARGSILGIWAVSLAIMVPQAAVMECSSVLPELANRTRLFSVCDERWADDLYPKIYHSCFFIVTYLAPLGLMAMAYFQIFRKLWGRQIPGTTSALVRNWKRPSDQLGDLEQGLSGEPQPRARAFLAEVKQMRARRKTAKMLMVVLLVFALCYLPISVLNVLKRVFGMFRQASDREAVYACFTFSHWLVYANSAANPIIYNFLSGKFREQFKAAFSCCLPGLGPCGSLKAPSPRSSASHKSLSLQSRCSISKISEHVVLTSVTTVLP
OX1R antag-2 = antagonists of human orexin 1 receptor. O43613. CHO/OX1R cells, Fluo-8 calcium fluorescence, orexin A. inhibition, % at 5 µM. 330,000 tested, 0.43% active. AID 434989;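 active = inhibition above its plate's threshold, mean inhibition of all tested compounds on the plate plus 3 SD, cut at about 37% in these data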;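 note: 0% = orexin A challenge wells and 100% = SB-334867-A antagonist wells; not every result past the cut was called active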
* marks the source's active call; other numbers are inactive results. An unsorted share of the library; about 2% have a hit in one of these screens.

OX1R antag-1	OX1R antag-2	mol
23.5	-9.9	COC(=O)c1ccc(C(=O)OC)c(NC(=S)N2CCN(c3ccc(F)cc3)CC2)c1
13.1	-2.6	O=S(=O)(/C(=C/c1ccc(C(F)(F)F)cc1)c1nc2ccccc2[nH]1)c1ccccc1
6.7	7.0	O=C(OCc1ccccc1Cl)c1ccc(-n2cnnc2)cc1
7.2	-14.0	CC(C)Oc1ccccc1NC(=O)CSc1nccn1C
6.0	-25.5	CCOC(=O)c1ccc(NC(=O)C2(c3ccc(Cl)cc3)CCCC2)cc1
79.6*	-21.0	CNc1ccc(C(=O)c2ccccc2C(=O)O)cc1[N+](=O)[O-]
17.5	0.7	CC(C)(C)NC(=O)COC(=O)c1nsc(Cl)c1Cl
15.2	-32.6	COC(=O)c1ccccc1NC(=O)NC1CCC(C)CC1 (configuration not stated)
13.0	-12.4	CSCC[C@H](NC(=O)C1CCCC1)c1nc2ccccc2[nH]1
5.4	-4.1	O=C(O)CNS(=O)(=O)c1ccc(Br)s1
21.6	-16.6	Cn1c(-c2ccc(Br)cc2)cnc1NCc1cccnc1
15.8	-14.8	Cc1ccc(N=CC=C2OC(C)(C)C(C)(C)O2)c(C)c1
12.5	-1.4	COCCN(CCOC)c1ncnc2c1cnn2-c1ccc(Cl)cc1
5.2	-21.5	CC(C)(C)OC(=O)N1CCC2(CC1)Oc1ccc(Cl)cc1C(=O)C21CC(c2ccc(Cl)cc2)=NO1 (configuration not stated)
5.7	25.0	O=C(OCC(=O)c1ccccc1)C1=NN(c2ccccc2)C(=O)CC1
11.9	2.2	CCO[C@H]1OC(C(=O)NCc2nc3ccccc3[nH]2)=C[C@@H](C)[C@@H]1CCCO
0.9	43.1*	O=C1CC(NCc2ccccc2F)C(=O)N1c1ccccc1 (configuration not stated)
25.2	-12.3	CN1C(=O)C(O)(CC(=O)c2ccncc2)c2ccccc21 (configuration not stated)
11.4	-15.8	O=C1c2ccccc2NC(c2ccccn2)N1NS(=O)(=O)c1ccccc1 (configuration not stated)
13.5	-17.9	COc1ccccc1C(=O)NC(=S)Nc1ccc(N2CCOCC2)c(Cl)c1
-3.6	-11.6	Cc1ccccc1-n1c(SCC(=O)O)nc2sc3c(c2c1=O)CCCC3
3.1	20.6	Cc1noc(C)c1NC(=O)N(C)C[C@H]1Oc2ccc(NC(=O)NC(C)C)cc2C(=O)N([C@H](C)CO)C[C@H]1C
12.8	-3.2	O=C(NNC(=O)C1CCC(C(=O)NNC(=O)c2cccs2)CC1)c1cccs1 (configuration not stated)
11.7	-16.5	Cc1ccc(/C=N/NC(=O)c2cccc(S(=O)(=O)Nc3cccc(Cl)c3)c2)o1
8.8	-27.9	COc1cc(CN2CCN(C(=O)c3cccc4ccccc34)CC2)cc(OC)c1O
7.2	7.5	CC1=CC(C)C(C(=O)O)C(C(=O)O)C1 (configuration not stated)
8.0	1.4	O=C(CNC(=O)c1ccccc1F)N/N=C/c1ccco1
8.3	-38.7	COc1ccc(NC(=O)NCCN2CCN(c3ccc(C)cc3)CC2)c(Cl)c1
32.2	25.8	Cc1cc(C)n(-c2ccc(C(=O)Nc3cccc(S(=O)(=O)N(C)C)c3)cc2)n1
10.5	-1.1	CC(=O)OC1COC(N2CCc3ccccc32)C(OC(C)=O)C1OC(C)=O (configuration not stated)
7.7	9.0	CN(C)S(=O)(=O)c1ccc(NC(=S)NC(=O)Cc2ccccc2)cc1
26.9	-12.2	Cc1cc(/C=C(\C#N)C(=O)NC2CCCCCC2)c(C)[nH]1
4.0	-10.4	Cc1cc(N2CCN(S(=O)(=O)c3ccc4c(c3)OCCO4)CC2)n2ncnc2n1
31.4	-8.6	Cc1ccc(-c2csc(NC(=O)C3=COCCO3)n2)cc1C
9.4	-35.4	O=C(Nc1cccc(S(=O)(=O)N2CCCCCC2)c1)c1cncc(Br)c1
15.7	-12.7	O=C(CS(=O)(=O)c1ccccc1)Nc1nnc(-c2cccs2)o1
32.7	-29.8	CCCC(=O)Nc1nc(C)c(-c2csc(Nc3cc(OC)ccc3OC)n2)s1
14.8	-16.8	COc1cccc(OC)c1OCCOc1ccc(C(=O)c2ccccc2)cc1
14.4	-11.2	CC(C)NC(=O)c1sc2nc(-c3cccs3)cc(-c3cccs3)c2c1N
1.6	4.0	CCc1ccc(-c2nc(SCC(=O)N3CCOCC3)n[nH]2)cc1
12.9	-31.5	CC(C)(C)OC(=O)NOCC(=O)N(CC(=O)c1ccccc1)Cc1ccccc1
9.9	-15.8	COc1cc(SC)ccc1C(=O)N1CCCc2ccccc21
8.6	2.2	COC(=O)Nc1ccccc1C(=O)N1CCCCC1
22.4	-5.2	O=C(CCSc1ccc(Cl)cc1)NCc1ccccn1
4.4	-22.1	COc1ccc(-n2c(=S)[nH]c3c(sc(=S)n3-c3ccccc3)c2=O)c(OC)c1
7.5	-22.6	O=C(c1ccc(Br)o1)N1CCN(c2ccccn2)CC1
-5.3	-12.4	Cc1cccc(C)c1NC(=O)CNC(=O)CCC(=O)c1cccs1
5.1	-16.4	Cc1ccc(-c2nn3c(C)nnc3s2)cc1NC(=O)CSc1ccc(Cl)cc1
21.4	-32.1	Cc1ccc(-c2cc(C(F)F)n3ncc(C(=O)NCc4ccco4)c3n2)cc1
-3.3	-0.4	O=C(Cc1ccc(-n2c(=O)c3sccc3n(CC(=O)Nc3ccccc3F)c2=O)cc1)NCc1ccco1

Next section:
OX1R antag-1	OX1R antag-2	mol
14.3	3.1	CCOC(=O)Cc1nnn(CC(=O)OCC)n1
1.6	-32.8	CCOc1ccc(-n2c(SCC(=O)Nc3cc(OC)c([N+](=O)[O-])cc3C)nc3ccccc32)cc1
7.3	-29.5	O=C(CCN1CCN(c2ccccc2F)CC1)Nc1ccc(F)cc1
-2.2	-3.3	CC(=O)C1=C(C)OC(N)=C(C#N)C1c1cccnc1 (configuration not stated)
7.3	-7.2	CCOc1ccc(C2NC(=O)C(C#N)=C(S)N2c2ccc(C)cc2)cc1OC (configuration not stated)
7.6	-10.9	CC(C)(C)NC(=O)COc1ccc(CNc2ncn[nH]2)cc1
20.3	-24.2	CCCCC1CCC(C(=O)OC(C)C(=O)Nc2ccc(NC(C)=O)cc2)CC1 (configuration not stated)
14.3	-21.0	CCOC(=O)c1ccc2nc(NC(=O)C(C)C)sc2c1
18.0	-31.4	C=CCn1c(=O)c2c3c(sc2n2c(Nc4ccc(OC)cc4)nnc12)CCCC3
24.2	-5.6	CCCCCCCCCCCCCCCC(=O)OC/C=C(C)/C=C/C=C(C)/C=C/C1=C(C)CCCC1(C)C
2.9	-1.0	COc1ccc(NC(=S)NC(=O)c2ccc3c(c2)OCCO3)cc1
12.7	-16.8	CCOc1cc(S(=O)(=O)N2CCN(Cc3ccccc3)CC2)ccc1Br
3.6	-17.8	CCN(CC)c1nc2c(c(=O)[nH]c(=O)n2C)n1Cc1ccccc1Cl
4.7	-14.2	Cc1ccc(Cl)cc1N1CCN(S(=O)(=O)c2cccc(S(=O)(=O)N3CCCC3)c2)CC1
9.3	-31.9	CC1CCN(C(=O)COC(=O)c2cc(Cl)cc(Cl)c2N)CC1
9.4	-11.8	Cc1cc(C)nc(N2CCC(C(=O)Nc3cccc(C(F)(F)F)c3)CC2)n1
-1.9	-33.3	COc1cccc(C(=O)OCC(=O)NCCCc2ccccc2)c1
5.2	-3.0	Cc1ccc(C)c(OCCC(=O)OCC(=O)NNC(=O)c2ccccc2)c1
7.6	-13.2	CCCCOc1ccc(/C(O)=C2/C(=O)C(=O)N(CCCOC)C2c2ccncc2)cc1C (configuration not stated)
7.5	-6.5	O=C(CSc1cc(Cl)ccc1Cl)NCCN1C(=O)CSC1=O
-8.9	-18.4	Cc1ccc(N(C)S(=O)(=O)c2csc(C(N)=O)c2)cc1C
20.7	-35.3	CCN(CC)c1ccc(N=Cc2ccc(N(CC)CC)cc2O)cc1
5.0	-6.6	Cn1c(CNC(=O)CNC(=O)c2ccc(C(C)(C)C)cc2)cc(=O)n(C)c1=O
3.2	-18.9	O=C(NCC(c1ccc(F)cc1)N1CCOCC1)c1ccccc1F (configuration not stated)
21.1	-21.4	Cc1cccc(OCC(O)Cn2c(=N)n(CCN3CCOCC3)c3ccccc32)c1 (configuration not stated)
13.1	-18.6	CCCc1cc2c(=O)c(-c3ccccn3)c(C)oc2cc1O
6.0	-22.9	CSCC[C@H](NC(=O)OC(C)(C)C)c1nnc(SCC(N)=O)o1
11.6	-10.2	O=c1cc(CCl)nc2sc3ccccc3n12
7.5	-12.2	O=C(CCC(=O)N(CC(=O)NC1CCCCC1)Cc1cccs1)Nc1ccccn1
18.4	-9.7	COc1ccc(CC(=O)NCc2nnc(SCC(=O)Nc3nccs3)n2-c2ccccc2)cc1
2.6	-1.2	CN1CCN(c2nc(-c3cccnc3)nc3ccccc23)CC1
25.6	2.5	Cc1[nH]c2ccccc2c1C(=O)C(=O)NCCCc1ccccc1
1.7	-4.5	NS(=O)(=O)c1ccc(CCNC(=O)CNC(=O)C2CCCCC2)cc1
14.4	-7.5	COc1ccc(C)cc1NC(=O)Nc1ccc(Br)cn1
21.9	-22.3	COC(=O)C1=C(C)NC(C)=C(C(=O)OC)C1c1ccc(-c2cc(Cl)ccc2Cl)o1
9.3	-36.2	c1ccc2cc(CCO[C@H]3CCCCO3)ncc2c1
14.3	-15.0	CC(C)C(NC(=O)c1ccc2c(c1)OCO2)C(=O)N/N=C/c1cccs1 (configuration not stated)
8.7	-12.6	COc1cccc(C2Nc3c(F)cc(Br)cc3C3C=CCC32)c1OC (configuration not stated)
11.5	-8.4	Nc1nc(-c2ccc3c(c2)CCO3)cs1
1.7	6.6	COC(=O)CSc1nnc(-c2ccccc2OC)o1
17.2	-19.1	COC(=O)Cn1c(C(=O)N2CCCC2)cc2c1C[C@H]1CN(C(=O)c3ccccc3)[C@@](Cc3ccc(F)cc3)(C(=O)OC)[C@@H]21
8.7	-2.8	COc1cc(/C=N/NC(=O)C(N)=O)ccc1OC(=O)c1cccs1
13.0	7.6	O=C(CCc1n[nH]c(=O)[nH]c1=O)N/N=C/c1ccco1
-0.4	-19.4	COCCn1c(N)c(C(=O)Nc2sc3c(c2C(=O)OC)CCCC3)c2nc3ccccc3nc21
14.4	-4.0	COc1cc(/C=N/NC(=O)C(Cc2c[nH]c3ccccc23)NC(=O)OCC(C)C)cc([N+](=O)[O-])c1OCc1ccccc1 (configuration not stated)
5.4	-21.6	COc1ccccc1C(=O)COC(=O)c1nc(Cl)ccc1Cl
12.4	-34.4	Cc1cccc2cc(C3CC(c4ccco4)=NN3S(=O)(=O)c3ccccc3)c(Cl)nc12 (configuration not stated)

Among those listed so far, these have two or more sulfur atoms:
OX1R antag-1	OX1R antag-2	mol
5.4	-4.1	O=C(O)CNS(=O)(=O)c1ccc(Br)s1
-3.6	-11.6	Cc1ccccc1-n1c(SCC(=O)O)nc2sc3c(c2c1=O)CCCC3
12.8	-3.2	O=C(NNC(=O)C1CCC(C(=O)NNC(=O)c2cccs2)CC1)c1cccs1 (configuration not stated)
7.7	9.0	CN(C)S(=O)(=O)c1ccc(NC(=S)NC(=O)Cc2ccccc2)cc1
15.7	-12.7	O=C(CS(=O)(=O)c1ccccc1)Nc1nnc(-c2cccs2)o1
32.7	-29.8	CCCC(=O)Nc1nc(C)c(-c2csc(Nc3cc(OC)ccc3OC)n2)s1
14.4	-11.2	CC(C)NC(=O)c1sc2nc(-c3cccs3)cc(-c3cccs3)c2c1N
4.4	-22.1	COc1ccc(-n2c(=S)[nH]c3c(sc(=S)n3-c3ccccc3)c2=O)c(OC)c1
5.1	-16.4	Cc1ccc(-c2nn3c(C)nnc3s2)cc1NC(=O)CSc1ccc(Cl)cc1
4.7	-14.2	Cc1ccc(Cl)cc1N1CCN(S(=O)(=O)c2cccc(S(=O)(=O)N3CCCC3)c2)CC1
7.5	-6.5	O=C(CSc1cc(Cl)ccc1Cl)NCCN1C(=O)CSC1=O
-8.9	-18.4	Cc1ccc(N(C)S(=O)(=O)c2csc(C(N)=O)c2)cc1C
6.0	-22.9	CSCC[C@H](NC(=O)OC(C)(C)C)c1nnc(SCC(N)=O)o1
18.4	-9.7	COc1ccc(CC(=O)NCc2nnc(SCC(=O)Nc3nccs3)n2-c2ccccc2)cc1

3 of the compounds above, as tab-separated lines:
smiles	OX1R antag-1	OX1R antag-2
O=C(CCC(=O)N(CC(=O)NC1CCCCC1)Cc1cccs1)Nc1ccccn1	7.5	-12.2
COc1ccc(CC(=O)NCc2nnc(SCC(=O)Nc3nccs3)n2-c2ccccc2)cc1	18.4	-9.7
CN1CCN(c2nc(-c3cccnc3)nc3ccccc23)CC1	2.6	-1.2

Screening data from PubChem BioAssay.
